Menin MLL FP TR = menin-MLL binding inhibition, Texas Red mutant peptide; O00255; Menin + Texas Red MLL mutant peptide, fluorescence polarization; Potency, µM (top dose mostly 61.6 µM), without a hit: at the highest dose FP activity change, negative = inhibition, usual class: inhibitors; 270,000 compounds, 0.23% hits; AID 1768; active means well fitted inhibition curve with a large enough effect in the polarisation, with a control signal flat, not every such curve was filed as active; inconclusive means small, poorly fitted or top-dose-only effect, or effect the other way, or a change in a side signal; inactive means no such curve, though single readings can be large or run the other way; the % refers to the polarisation; further: potency means the concentration at half of the fitted maximal effect; % of control where 0% means no effect; many of its hits are not listed in these tables
FBPA coupling cs = coupling enzyme interference in Giardia aldolase counter-screen; AID 2472; 290,000 compounds, 0.67% hits; activity change, negative = inhibition, % at 58.2 µM, hits read low; coupling enzyme system counterscreen, AmpLite Red fluorescence; in the data active means activity change below about -30%; further: on the % scale 0 is the no-effect control and ±100 the full control effect
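Counterscreen lacking aldolase: glyceraldehyde-3-phosphate coupling-enzyme reagent preincubated 10 min at RT with compound (at 57.5 uM final), then substrate/coupling system with AmpLite Red added; fluorescence read at 525/598 nm after 20 min RT.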
Tb PFK block = inhibitors of T. brucei phosphofructokinase; T. brucei PFK, ADP-Glo luminescence; Potency, µM (doses to about 57.5 µM), for the others: at the top dose activity, negative = inhibition, hits mostly inhibitors; 330,000 compounds, 0.17% hits; AID 485367;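 further: potency means the concentration at half of the fitted maximal effect; 0% = uninhibited 1x PFK enzyme wells and -100% = no-enzyme wells; nearly all actives have a fitted effect of over 60% in size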
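PFK 1.25 nM, F6P 0.5 mM, ATP 0.1 mM, 0.1 M TEA pH 8.0, 5 mM MgCl2, 0.01% Tween20, 0.1% BSA; 45 min RT. ADP-Glo readout. qHTS titration up to 57 uM; curves fitted, compounds curve-classed.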
Giardia kill = kills Giardia lamblia. Giardia lamblia trophozoite viability. activity change, % at 7.66 µM, hits read low. 340,000 compounds, 0.15% hits; in the data active means activity change below about -80%; inconclusive means between about -30% and that limit;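 further: parasites exposed to compound for two days anaerobically before the ATP read; on the % scale 0 is the no-effect control and ±100 the full control effect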
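Giardia lamblia trophozoites (100 cells/well) were incubated with compounds for 48 h at 37 deg C under anaerobic conditions. Viability was read as ATP content by one-step luminescence after 15-30 min at room temperature.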
B2AR arrestin = beta2AR (human) beta-arrestin recruitment activity; P07550; beta-arrestin recruitment to beta2AR, cell-based reporter; Potency, µM (doses to about 46.1 µM), inactives show at the highest dose activation, most hits filed as activators; 330,000 compounds, 0.02% hits; AID 492947;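 further: potency means the concentration at half of the fitted maximal effect; 0% = DMSO controls and full agonism = EC100 isoproterenol or metaproterenol; nearly all actives have a fitted effect of over 65% in size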
Target sequence (P07550 whole entry, looked up): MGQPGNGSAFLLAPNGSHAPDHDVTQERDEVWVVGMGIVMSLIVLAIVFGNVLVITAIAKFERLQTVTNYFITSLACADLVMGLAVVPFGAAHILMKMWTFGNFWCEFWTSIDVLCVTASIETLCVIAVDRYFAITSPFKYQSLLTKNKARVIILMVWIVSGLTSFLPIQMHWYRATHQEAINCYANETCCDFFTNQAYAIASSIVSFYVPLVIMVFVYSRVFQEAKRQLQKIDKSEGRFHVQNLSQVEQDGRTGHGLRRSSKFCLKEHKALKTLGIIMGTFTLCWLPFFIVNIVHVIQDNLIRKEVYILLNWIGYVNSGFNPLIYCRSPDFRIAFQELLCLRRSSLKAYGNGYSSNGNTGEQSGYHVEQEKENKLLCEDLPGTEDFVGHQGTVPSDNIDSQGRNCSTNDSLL
TSG101-PTAP inh = blocks PTAP/TSG101 interaction to inhibit HIV-1 budding. Q99816. Fluorescence polarization, FITC-PTAP peptide / Tsg101 binding. Potency, µM (highest dose often 115 µM), for inactives: at the top dose activity change, negative = inhibition, actives largely listed as inhibitors. 340,000 tested, under 10 active. AID 493005; active means well fitted inhibition curve with a large enough effect in the main read-out, with a control signal flat, not every such curve was filed as active; inconclusive means small, poorly fitted or top-dose-only effect, or effect the other way, or a change in a side signal; inactive means no such curve, though single readings can be large or run the other way; further: potency means the concentration at half of the fitted maximal effect; % of control where 0% means no effect
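Fluorescence polarization binding of Tsg101 binding domain (10 uM final) to FITC-labeled PTAP peptide (50 nM final) in HEPES pH 7.5 buffer with NaCl, Tween 20, EDTA, TCEP. Compounds added before peptide; binding 20 min at RT.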
a7 integrin act = activators of alpha7 integrin expression for muscular dystrophy; alpha7betagal myoblasts, beta-gal FDG fluorescence, 48 h; Potency, µM (top dose mostly 38.3 µM), for the others: at the highest dose activation, actives largely listed as activators; 350,000 compounds, 0.064% hits; AID 624291;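 further: potency means the concentration at half of the fitted maximal effect; 100% = response of the positive control SU9516; nearly all actives have a fitted effect of over 60% in size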
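alpha7betagal+/- myoblasts (passage 13, 250/well) treated 48 h at 37C with compounds at 1:260 dilution of DMSO stock. Lysed, then beta-galactosidase activity read as FDG fluorescence (ex 480/em 540) after 30 min, with pre-read for autofluorescence.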
GALK inhibitor = inhibitors of human galactokinase; Purified GALK, Kinase-Glo residual ATP luminescence; Potency, µM (series often up to 57.5 µM), without a hit: at the top dose activity change, negative = inhibition, most hits filed as inhibitors; 270,000 compounds, 0.007% hits; AID 1868; further: potency means the concentration at half of the fitted maximal effect; on the % scale 0 is the no-effect control and ±100 the full control effect
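Galactose (100 uM) and ATP (35 uM) were turned over by 5 nM GALK for 1 h at RT. Kinase-Glo Plus then converted the remaining ATP into a luminescent signal.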
Chronic BCR inh = chronic active BCR signaling inhibition | Potency, µM (series often up to 46.1 µM), for inactives: at the highest dose ratio change, negative = lower green/red ratio, hits mostly inhibitors | ABC-DLBCL IkBa-CBG/CBR reporter, luminescence ratio, 4 h | 340,000 compounds, 0.05% hits; active means well fitted inhibition curve with a large enough effect in the signal ratio, with a control signal flat, not every such curve was filed as active; inconclusive means small, poorly fitted or top-dose-only effect, or effect the other way, or a change in a side signal; the % refers to the signal ratio;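 further: potency means the concentration at half of the fitted maximal effect; plate controls were basal doxycycline-induced cells for no effect and cells given 10 µM MG132 for full effect; MG132 reads +100%, hits lower the ratio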
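Compounds up to 46 uM were incubated four hours with TMD8 cells whose green CBG68 luciferase is fused to IkappaBalpha; red CBR luminescence normalised the signal, and concentration-effect curves were fitted to fusion, red and ratio data.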
PKM2 activator = PKM2 (human) enzyme activation | P14618 | Potency, µM (doses to about 57.5 µM), for inactives: at the highest dose activation, most hits filed as activators | 260,000 compounds, 0.34% hits | purified PKM2, Kinase-Glo ATP luminescence, activation; response scale: 0% is enzyme alone, no compound; further: potency means the concentration at half of the fitted maximal effect; on the % scale 0 is the no-effect control and ±100 the full control effect; nearly all actives have a fitted effect of over 55% in size
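Purified hPK-M2 (>95%) run at intermediate activity with 0.1 mM ADP and 0.5 mM PEP in 50 mM imidazole pH 7.2, KCl, MgCl2; 1 h room temperature. ATP formed read by Kinase-Glo luminescence; normalized to uninhibited and no-enzyme controls.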
S-ASM inh = inhibitors of human secretory acid sphingomyelinase; Potency, µM (top dose mostly 57.5 µM), for the others: top-dose activity change, negative = inhibition, usual class: inhibitors; P17405; 340,000 compounds, 0.006% hits; placental ASM, HMU-PC fluorogenic substrate, 60 min; further: potency means the concentration at half of the fitted maximal effect
Target sequence (P17405 47-631 limits assumed): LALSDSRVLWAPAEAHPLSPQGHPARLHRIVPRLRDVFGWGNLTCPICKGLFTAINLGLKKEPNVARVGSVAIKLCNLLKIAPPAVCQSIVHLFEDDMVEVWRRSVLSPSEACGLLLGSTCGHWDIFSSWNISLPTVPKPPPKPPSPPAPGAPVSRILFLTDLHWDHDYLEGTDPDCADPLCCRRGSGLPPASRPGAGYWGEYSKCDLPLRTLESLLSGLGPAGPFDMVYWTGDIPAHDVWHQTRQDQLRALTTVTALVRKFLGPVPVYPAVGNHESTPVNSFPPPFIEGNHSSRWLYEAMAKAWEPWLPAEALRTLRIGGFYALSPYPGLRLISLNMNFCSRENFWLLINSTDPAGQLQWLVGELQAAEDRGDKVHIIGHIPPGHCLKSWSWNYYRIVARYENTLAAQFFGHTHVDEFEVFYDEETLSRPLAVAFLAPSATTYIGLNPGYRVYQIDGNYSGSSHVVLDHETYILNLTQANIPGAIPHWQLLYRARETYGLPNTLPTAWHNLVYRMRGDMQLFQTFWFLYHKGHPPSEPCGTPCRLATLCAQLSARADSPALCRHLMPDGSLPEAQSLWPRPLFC
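HMU-PC0 cleavage (9 uM final) by human placental ASM, 60 min at 37 °C following 10 min compound exposure at RT; stopped at pH 10, fluorescence Ex 386/Em 447 nm.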
* = called active by the depositor; ? = inconclusive; nt = not tested or not shown; [ ] = another dose, or the depositor's remark. Unless noted, the call rests on the fitted dose curve; in most records, active means well fitted curve in the direction sought with a large enough effect; inconclusive means small, poorly fitted or top-dose-only effect, or another doubt; inactive means no such curve, though single readings can be large; an effect the other way counts as inactive or inconclusive. These rows are one share of the data, so the mix of outcomes need not match the whole.

SMILES	Menin MLL FP TR	FBPA coupling cs	Tb PFK block	Giardia kill	B2AR arrestin	TSG101-PTAP inh	a7 integrin act	GALK inhibitor	Chronic BCR inh	PKM2 activator	S-ASM inh
Cc1ccc2occ(C3N[C@H](C(=O)O)CS3)c(=O)c2c1 (stereo partly specified)	42.3%[activator]	5.5	-4.1%	13.1	-0.2%	-0.5%	13.8%	nt	-3.2%	3.3%	62.0%[activator]
Cc1ccc(CNC(=O)c2cccc(OCc3c(C)noc3C)c2)cc1	-1.2%	-0.7	0.9%	6.8	-0.6%	0.1%	-17.5%	5.6%	0.9%	-2.9%	-0.9%
CCN1C(=O)C(C(=O)Nc2ccc(OC)cc2)C2CC1(C)Oc1ccccc12 (stereo unspecified)	-1.0%	-17.5	-2.3%	-16.2	-0.8%	0.0%	-16.6%	-4.8%	?	-0.1%	-2.9%
COc1ccc(N2CC(C(=O)N3CCN(c4ccccc4OC)CC3)CC2=O)cc1 (stereo unspecified)	nt	-1.7	-0.7%	-9.0	-0.7%	-0.7%	-16.1%	-3.0%	-1.5%	nt	0.9%
CCOC(=O)CN1CC23C=CC(O2)C(C(=O)Nc2cc(OC)ccc2OC)C3C1=O (stereo unspecified)	17.0%	-10.7	-0.3%	1.7	-0.3%	-2.6%	-23.7%	-0.4%	0.1%	-18.0%	3.5%
CC1CCN(c2ccccc2NC(=S)NC(=O)c2cccs2)CC1	-7.3%	-0.2	0.4%	-2.1	-0.8%	-0.8%	6.3%	1.9%	?	2.1%	-6.8%
Cc1cc(C)cc(NC(=O)N2CCN(Cc3ccc4c(c3)OCO4)CC2)c1	nt	1.5	-13.3%	-1.5	0.3%	1.4%	5.7%	nt	?	-2.7%	3.7%
COc1ccc(CNC(=O)CNC(C)c2ccc(F)cc2)cc1 (stereo unspecified)	-19.2%	2.7	-6.4%	19.1	-0.4%	-1.1%	12.9%	3.3%	-0.4%	nt	5.4%
CC1=Nc2ccccc2/C1=C\c1sc(Nc2ccc(C)cc2)nc1O	?	2.7	2.2%	?	-0.6%	0.8%	18.6%	1.6%	?	-6.8%	-25.1%
O=C(c1cccc(Cl)c1)N1CCN(c2ccc(N3CCOCC3)nn2)CC1	nt	nt	-2.3%	-17.8	0.9%	-0.6%	-9.4%	nt	-1.8%	nt	190.4%[activator]
CC(C)(CNC(=O)c1ccc(NS(=O)(=O)c2ccc(Br)cc2)cc1)N1CCOCC1	nt	nt	0.8%	-0.5	0.2%	-0.2%	2.5%	nt	10.9%	nt	-1.4%
COc1cccc(OC)c1OCCCCCc1c(C)n[nH]c1C	-25.8%	3.6	-0.8%	12.9	0.3%	-0.1%	0.0%	2.3%	-5.8%	-23.7%	-3.2%
O=C(CSC1CN(C(c2ccccc2)c2ccccc2)C1)N/N=C/c1ccccc1	nt	-2.1	2.8%	11.3	0.2%	1.1%	-11.1%	-2.0%	17.5%	2.4%	-0.7%
c1ccc(OCCN2CCN(C(c3ccccc3)c3ccccc3)CC2)cc1	-12.6%	1.6	0.0%	1.2	0.4%	-4.4%	-44.1%	6.3%	-0.8%	1.1%[11.5 µM]	-2.4%
CC1CCCN(c2ccc(C(=O)NCc3ccccc3)cn2)C1 (stereo unspecified)	-28.7%	1.4	-4.7%	23.7	0.4%	-3.1%	20.8%	-1.1%	-26.8%	2.6%	2.6%
Cc1ccc(/C=N/NC(=O)CSCc2ccc(Cl)cc2)cc1	?	2.6	15.4%	3.4	0.4%	-13.1%	-6.2%	-0.7%	-2.7%	7.5%	-14.8%
Cc1c(C(=O)OCC(=O)N2CCN(c3ccccc3)CC2)oc2ccccc12	nt	nt	-0.5%	5.3	-1.5%	-0.3%	0.0%	nt	4.2%	nt	-6.0%
O=C(O)C1CCCCN1S(=O)(=O)c1ccc2ccccc2c1 (stereo unspecified)	-2.7%	0.8	8.3%	2.9	-0.1%	-9.4%	36.4%	-4.0%	-1.2%	0.9%	0.9%
CCOc1cc(/C=N/NC(=O)C2CC2)ccc1OC(C)C	nt	nt	-3.9%	-4.5	-0.3%	2.6%	3.8%	-1.1%	-0.6%	-2.3%	2.0%
c1ccc(-c2nc(NCc3ccco3)c3ccccc3n2)cc1	?	-10.1	-6.2%	-2.4	-1.1%	-0.1%	3.8%	-2.2%	?	-1.4%	-5.3%
CCOc1cc(C(=S)N2CCOCC2)ccc1OS(=O)(=O)c1ccc(Br)cc1	5.3%	-1.0	0.3%	-2.0	-0.3%	-1.9%	-3.3%	-3.6%	-13.9%	0.6%[11.5 µM]	-4.5%
O=C1c2ccccc2C(=O)N1CSc1ncccn1	-7.0%	2.0	2.2%	-8.4	0.2%	5.4%	-2.3%	6.9%	-0.1%	-2.6%	-1.2%
O=C(CN1C(=O)c2ccccc2S1(=O)=O)NCc1ccc2c(c1)OCO2	-10.5%	1.9	-2.7%	-1.5	-0.5%	-7.0%	-0.3%	-0.5%	-0.3%	-8.1%	0.1%
CC[N+](C)(C)CC/C=C1/c2ccccc2Sc2ccc(Cl)cc21	nt	-3.4	-2.0%	-19.0	3.2%	-1.8%	15.5%	-0.1%	-25.7%	0.2%	6.3%
COc1ccccc1NC(=O)N1CCCC1C(=O)NC12CC3CC(CC(C3)C1)C2 (stereo unspecified)	-8.1%	0.8	1.1%	-17.8	-0.5%	-5.2%	-14.0%	-1.2%	-1.8%	-7.5%	-1.1%
CC(C)S(=O)(=O)c1csc(C(=O)NN)c1-n1cccc1	nt	1.0	4.6%	2.5	-0.3%	1.2%	11.7%	-1.0%	-1.9%	-1.1%	6.4%
NS(=O)(=O)c1cccc(NC(=O)C(Cc2ccccc2)NC(=O)c2ccccc2)c1 (stereo unspecified)	8.0%	-10.1	2.3%	-5.1	0.5%	-1.5%	3.9%	0.9%	5.1%	nt	-9.5%
NS(=O)(=O)c1ccc(NC(=O)CN2CCc3ccccc32)cc1	nt	-0.8	-28.8%	12.8	-0.9%	-3.2%	?	4.4%	-7.6%	0.2%	0.7%
CCOC(=O)C1=C(N)OC2=C(C(=O)CCC2)C1c1ccc(C)s1 (stereo unspecified)	12.6%	-6.6	12.1%	-6.2	0.1%	-3.8%	-7.5%	-1.7%	10.9%	9.5%	-1.2%
CCc1cccc(NC(=O)CSc2nnc(Cc3ccc(OC)cc3)c(=O)[nH]2)c1	nt	nt	10.2%	-6.6	-0.2%	1.5%	20.0%	nt	12.2%	nt	0.2%
Cc1ccc(NCc2nnc(SCC(=O)N3c4ccccc4Sc4ccccc43)o2)c(C)c1	-9.0%	0.9	1.8%	4.2	0.1%	-0.2%	-23.3%	1.9%	5.1%	6.6%	-3.4%
CCCc1cc(=O)[nH]c(SCC(=O)c2c[nH]c3ccccc23)n1	23.2%	1.3	-6.3%	-6.7	-0.1%	-1.4%	-20.1%	5.9%	-5.2%	-1.4%	10.8%
COC(=O)C1=C(C)N(C(C)c2ccccc2)C(=O)C1 (stereo unspecified)	-10.9%	-3.2	1.9%	-6.9	0.3%	0.8%	-10.5%	1.9%	?	5.7%	2.4%
CCOc1ccc(C(=O)NCC2(c3ccccc3)CCOCC2)cc1	-11.4%	1.0	-0.4%	-0.1	-0.7%	-4.6%	-10.9%	4.6%	?	-4.4%	2.7%
CC(NC(=O)C1CCC(C)(C(=O)O)C1(C)C)c1ccccc1 (stereo unspecified)	-10.3%	-0.9	-0.5%	-4.8	-2.1%	-1.9%	-23.6%	nt	0.0%	-0.3%	-3.8%
Cc1ccc2[nH]c3c(NCc4ccccc4)ncnc3c2c1	?	-5.3	-2.0%	38.0[activator]	-0.3%	-7.8%	-38.3%	2.2%	16.2%	nt	-10.0%
CN1CCN(S(=O)(=O)c2ccc(CNC(=O)c3ccccc3)s2)CC1	3.1%	0.4	0.1%	9.1	-1.1%	0.7%	32.6%	6.9%	-1.9%	nt	5.4%
Cc1nn2c(-c3cccc(NC(=O)c4ccco4)c3)nnc2c2ccccc12	-9.8%	-1.2	-11.9%	8.4	0.5%	4.1%	57.1%	-3.8%	?	2.7%	-17.9%
CCc1ccc(C(=O)NNC(=O)CN2C(=O)NC(CC)(c3ccccc3)C2=O)cc1 (stereo unspecified)	nt	nt	11.2%	31.9[activator]	-0.5%	-2.6%	30.7%	nt	-2.5%	nt	-6.6%
